Assay outcomes as filed in PubChem.
TRb SRC2 PPI: disrupts binding of human TR beta to SRC2; P10828; TRbeta-SRC2 peptide binding, fluorescence polarization; receptor liganded with 1 µM T3; Potency, µM (series often up to 106 µM), for the others: at the highest dose activity change, negative = inhibition, most hits filed as inhibitors; 280,000 tested, 0.065% active;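 note: plate controls were bound peptide for no effect and peptide without receptor for full effect; nearly all actives have a fitted effect of over 50% in size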
Target sequence (P10828 whole entry, looked up): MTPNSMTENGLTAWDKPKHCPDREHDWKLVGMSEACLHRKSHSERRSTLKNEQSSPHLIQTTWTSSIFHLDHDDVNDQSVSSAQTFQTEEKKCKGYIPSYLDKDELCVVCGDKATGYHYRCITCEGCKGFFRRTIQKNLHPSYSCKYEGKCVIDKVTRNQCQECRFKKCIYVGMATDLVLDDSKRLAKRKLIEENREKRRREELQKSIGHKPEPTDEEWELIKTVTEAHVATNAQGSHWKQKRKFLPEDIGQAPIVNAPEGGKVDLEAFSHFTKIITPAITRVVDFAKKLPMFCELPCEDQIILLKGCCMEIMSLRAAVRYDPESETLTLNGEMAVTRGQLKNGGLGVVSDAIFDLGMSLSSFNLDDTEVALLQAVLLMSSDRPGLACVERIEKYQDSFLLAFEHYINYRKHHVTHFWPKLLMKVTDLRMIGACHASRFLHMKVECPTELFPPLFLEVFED
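Human TRb ligand-binding domain (0.6 uM) is mixed with 20 nM Texas Red SRC2 peptide and 1 uM T3; after compound addition and 5 hr at ambient temperature, polarization is measured and normalized to unbound and bound controls.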
L3MBTL1 block: inhibitors of human L3MBTL1. AID 485360. AlphaScreen L3MBTL1–H3K9me1 peptide binding. Potency, µM (series often up to 57.1 µM), for inactives: top-dose activity, negative = inhibition, most hits filed as inhibitors. 230,000 tested, 0.66% active; note: nearly all actives have a fitted effect of over 60% in size
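L3MBTL1 50 nM + b-AHA-H3(1-15)K9me1 75 nM, 30 min RT; compound added, 30 min RT; streptavidin donor/Ni-chelate acceptor beads 10 ug/mL each final, 30 min RT dark; AlphaScreen read.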
Tau FP inhib: inhibitors of human tau fibril formation | 280,000 tested, 0.39% active | K18 P301L tau heparin fibrillization, Alexa594 FP, 6 h | Potency, µM (series often up to 57.7 µM), inactives show at the highest dose activity, negative = inhibition, actives largely listed as inhibitors; note: nearly all actives have a fitted effect of over 55% in size
Target sequence (P10636 561-689 P618L limits assumed): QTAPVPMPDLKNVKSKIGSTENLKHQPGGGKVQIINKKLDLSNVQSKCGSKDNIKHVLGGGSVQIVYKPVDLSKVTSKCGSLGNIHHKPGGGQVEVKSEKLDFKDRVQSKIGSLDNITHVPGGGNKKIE
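Human tau K18 […] P301L fragment, 15 uM unlabeled plus 0.24 uM Alexa 594-labeled tau (final), with compound and 20 uM heparin in 100 mM sodium acetate pH 7; 6 hr at 37 C, then Alexa 594 FP read.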
TexasRed fluor: alters Texas Red total fluorescence, flagging assay interference | TRb/SRC2 Texas Red total fluorescence interference | Potency, µM (highest dose often 106 µM), for inactives: top-dose fluorescence change, negative = quenching | 280,000 tested, 0.29% active; active = well fitted curve in either direction with a large enough effect; inconclusive = small, poorly fitted or top-dose-only effect
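Human TRβ ligand-binding domain (0.6 uM) and Texas Red SRC2 peptide (20 nM) in Tris buffer with 1 uM T3 and 5% DMSO were incubated with pinned compound for 5 hr at ambient temperature. Total fluorescence was computed as S + 2P (555/632 nm).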
Tau ThT inhib: inhibitors of human tau fibril formation, thioflavin T binding. P10636. recombinant tau K18 P301L (four-repeat tau fragment), heparin-induced fibrillization, ThT fluorescence. Potency, µM (highest dose often 57.4 µM), for inactives: at the highest dose activity, negative = inhibition, most hits filed as inhibitors. 270,000 tested, 2.1% active; note: nearly all actives have a fitted effect of over 55% in size
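Heparin-induced (20 uM) aggregation of recombinant human K18 P301L tau, 15 uM unlabeled with 0.24 uM labeled, pH 7 acetate buffer, 6 hr at 37 C with compound. Fibrils quantified by 30 uM ThT fluorescence after 1 hr ambient incubation.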
RECQ1 helicase: inhibitors of human RECQ1 DNA helicase | P46063 | RECQ1 DNA unwinding, red fluorescence kinetic read | Potency, µM (series often up to 57.3 µM), for inactives: top-dose activity, negative = inhibition, most hits filed as inhibitors | 240,000 tested, 0.54% active;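 note: plate controls were vehicle for no effect and no enzyme for full effect; nearly all actives have a fitted effect of over 30% in size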
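50 nM RECQ1T1 preincubated 15 min with compound in Tris pH 8.0 buffer with MgCl2, DTT, Tween-20 and 2.5 ug/ml poly(dI-dC); started with 200 nM TAMRA/BHQ-2 forked duplex and 2 mM ATP. Unwinding read as fluorescence (525/598 nm), two reads 2 h apart.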
KDM4E inh: JMJD2E (human) inhibition; B2RXH2; JMJD2E catalytic domain, FDH-coupled NADH fluorescence (FDH is formaldehyde dehydrogenase); Potency, µM (highest dose often 57.1 µM), without a hit: at the top dose activity change, negative = inhibition, usual class: inhibitors; 230,000 tested, 1.6% active; active = well fitted inhibition curve with a large enough effect, not every such curve was filed as active; inconclusive = small, poorly fitted or top-dose-only effect, or another doubt; inactive = no such curve, though single readings can be large or run the other way;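 note: 0% = wells with enzyme and -100% = buffer wells without enzyme; nearly all actives have a fitted effect of over 50% in size; many of its hits are not listed in these tables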
Target sequence (B2RXH2 1-337 limits assumed): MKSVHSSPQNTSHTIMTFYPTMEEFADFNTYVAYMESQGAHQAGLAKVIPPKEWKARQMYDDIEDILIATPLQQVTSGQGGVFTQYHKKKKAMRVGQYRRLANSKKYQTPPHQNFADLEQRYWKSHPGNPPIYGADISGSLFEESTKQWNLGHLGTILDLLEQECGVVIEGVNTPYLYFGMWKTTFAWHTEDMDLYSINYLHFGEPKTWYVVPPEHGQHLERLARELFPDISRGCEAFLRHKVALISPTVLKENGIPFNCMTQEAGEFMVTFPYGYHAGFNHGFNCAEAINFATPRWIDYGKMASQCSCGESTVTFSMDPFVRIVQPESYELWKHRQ
GoLoco inh red: inhibitors of human Gai1-RGS12 GoLoco interaction (red fluorophore); P63096; Gai1:RGS12 GoLoco peptide FP, rhodamine, 10 min; Potency, µM (titrated, usually from 61.6 µM), without a hit: top-dose activity, negative = inhibition, actives largely listed as inhibitors; 230,000 tested, 0.44% active; active = well fitted inhibition curve with a large enough effect, not every such curve was filed as active; inactive = no such curve, though single readings can be large or run the other way; note: nearly all actives have a fitted effect of over 30% in size; many of its hits are not listed in these tables
Numbers without * were called inactive; i = inactive; ? = inconclusive; / = no result given; [ ] = another dose, or the depositor's remark. Unless noted, calls come from the whole dose curve; as a rule, active = well fitted curve in the direction sought with a large enough effect; inconclusive = small, poorly fitted or top-dose-only effect, or another doubt; inactive = no such curve, though single readings can be large; an effect the other way counts as inactive or inconclusive. Unless noted, % is set by controls: 0 for no effect and ±100 for the full control effect; potency is the fitted concentration of half-maximal effect.

SMILES	TRb SRC2 PPI	L3MBTL1 block	Tau FP inhib	TexasRed fluor	Tau ThT inhib	RECQ1 helicase	KDM4E inh	GoLoco inh red
COc1ccccc1NC(=O)CC(c1cc(OC)c(OC)c(OC)c1)N1Cc2ccccc2C1=O (centres undefined)	3%	/	4%	0%	7%	/	/	/
CCOc1cc(/C=N\O)cc(Cl)c1OCC	2%	6%	-6%	0%	-6%	-4%	7%	8%
CCOC(=O)CN1C(=O)COc2ccc(Cl)cc21	-11%	8%	-1%	-1%	-2%	-10%	1%	12%
CCOc1ccccc1N1CCN(S(=O)(=O)c2ccc(C3CCCCC3)cc2)CC1	8%	/	2%	-1%	-7%	/	/	/
Nc1nn(S(=O)(=O)c2cccc3nsnc23)cc1-c1ccc(Br)cc1	-2%	-15%	3%	-3%	-15%	-16%	3%	-3%
O=C(NC1CCCC1)c1nc2c(nnn2Cc2ccccc2Cl)c(=O)[nH]1	-1%	/	8%	2%	-9%	1%	1%	25%
COCC(C)n1c(SCc2cc(=O)n3cc(C)ccc3n2)nc2ccccc2c1=O (centres undefined)	6%	6%	-3%	1%	-5%	-7%	?	6%
CCOC(=O)c1nn(-c2cccc(Cl)c2)c2nc(CC(C)C)c(C#N)c(=O)n12	-16%	6%	-13%	-1%	-9%	-2%	?	-2%
O=C1C(NS(=O)(=O)c2cccs2)=C(N2CCN(c3ccccc3)CC2)C(=O)c2ccccc21	-2%	/	?	-3%	6.3µM*	-1%	-25%	-5%
COCc1cc(C)nc2sc(C(=O)N3CCN(c4ccccc4)CC3)c(N)c12	6%	-3%	3%	-1%	?	1%	-7%	5%
Cc1occc(=O)c1OCc1ccccc1	-1%	-13%	-2%	0%	-3%	i	9%	2%
O=C(NC1CC(=O)N(c2ccc3c(c2)OCCO3)C1)c1c(F)cccc1Cl (centres undefined)	-5%	/	-9%	-3%	2%	/	/	/
CCOC(=O)C1CCCN(C(=S)Nc2ccc(Nc3ccccc3)cc2)C1 (centres undefined)	2%	-13%[11.4 µM]	5%	-3%	?	i	-30%	-7%
O=C(Nc1ccccc1)N1CCCC2CCCCC21 (centres undefined)	-19%	-3%	-8%	2%	-6%	-13%	-7%	10%
O=c1oc2ccccc2c(Nc2ccc(Cl)cc2)c1[N+](=O)[O-]	-4%	/	-6%	-2%	/	7%	3%	18%
Cc1ccc2[nH]c(=O)c3cc(C(=O)N4CCN(c5ccccc5)CC4)sc3c2c1	-6%	/	-6%	-1%	?	/	/	/
CC(C(=O)OCC(=O)c1c(N)n(C)c(=O)n(C)c1=O)N1C(=O)c2ccccc2C1=O (centres undefined)	2%	-13%	13%	-13%	-4%	-5%	-2%	9%
Cn1c(CCCNC(=O)c2ccccc2)nc2ccccc21	14%	3%	-1%	1%	1%	4%	9%	-5%
CC(C)(C)[C@@H]1C=C(C(=O)N2CCOCC2)O[C@H](OCc2ccc(CO)cc2)C1	2%	3%	-7%	-2%	-2%	-12%	-1%	-11%
O=C(Nc1ccc(F)c(F)c1)c1ccc(F)c(S(=O)(=O)N2CCOCC2)c1	-2%	-1%	4%	0%	-2%	-9%	0%	/
CC(C)(C)OC(=O)N1CCC(c2c(C(=O)NCc3ccco3)cnn2-c2ccccc2)CC1	5%	/	7%	-7%	-6%	/	/	/
CCOC(=O)c1ccc(CN(Cc2ccc(Br)cc2)S(=O)(=O)c2cccc(C(F)(F)F)c2)cc1	-2%	/	?	-1%	-4%	/	/	/
CCOc1ccc2ncc(S(=O)(=O)c3ccc(C)cc3)c(N3CCC4(CC3)OCCO4)c2c1	0%	-12%	-2%	-2%	-10%	-12%	?	/
C(=N\N1CCOCC1)/c1cccs1	0%	-6%	5%	-3%	-10%	-5%	3%	-4%
OCC1=CC[N+]2(Cc3ccccc3)CCC(O)[C@@H]12 (some centres undefined)	5%	/	-1%	0%	-12%	0%	25%	5%
COc1ccc(OC)c2sc(NNC(=O)COc3ccccc3)nc12	-6%	5%	1%	-1%	-2%	19%	5%	4%
Cc1cc2oc(=O)cc(CSc3nnc(C)n3N)c2cc1C(C)C	-4%	-10%	1%	2%	-3%	6%	5%	9%
CCOC(=O)Cc1csc(NC(=O)c2cccnc2)n1	-13%	10%	-8%	-6%	-8%	-12%	1%	0%
COc1ccc(-c2nnc(SCC(=O)Nc3ccc(F)cc3)s2)cc1	0%	/	-13%	0%	-5%	/	/	/
O=S(=O)(c1ccc(-c2csc(Nc3ccc(Br)cc3)n2)cc1)N1CCCC1	8%	-8%	11%	-2%	14%	5%	8%	-8%
Cc1ccc(CSc2ncc(Cl)c(C(=O)Nc3sc4c(c3C(N)=O)CCCC4)n2)cc1	4%	/	-1%	-1%	-11%	/	/	/
O=C(c1cc(COc2ccc(F)cc2Cl)on1)N1CCC(c2ccncc2)CC1	-2%	-4%	9%	-3%	-10%	-11%	4%	-8%
Nc1nnc(/C=C/c2ccccc2)s1	-6%	15%	-2%	-5%	-7%	-7%	?	0%
O=C1CN(C(=O)COC(=O)C2CC(=O)N(Cc3ccco3)C2)c2ccccc2N1 (centres undefined)	-16%	0%	1%	-1%	-10%	-1%	-2%	-5%
c1ccc(-c2csc(N3CCOCC3)n2)cc1	-13%	/	-2%	-3%	-16%	i	-4%	-5%
CC(=O)Nc1cccc(OCCCNC(=O)C2CCC2)c1	8%	-7%	6%	-2%	-3%	0%	14%	-25%
COc1ccc(/C=C/C(=O)OCC(=O)NCc2ccco2)c(OC)c1	8%	-13%	-3%	-2%	-9%	i	?	3%
CCOC(=O)C1CCC(CN(Cc2ccc(OC)cc2)S(=O)(=O)c2ccc(C)cc2)CC1 (centres undefined)	-2%	/	-8%	0%	-6%	/	/	/
NC(=O)c1ccccc1-c1nc(-c2ccccc2)no1	-2%	1%	1%	1%	-12%	-6%	0%	7%
O=C(CC1N=C2c3ccccc3N=C(SCC(=O)Nc3cccc(Cl)c3)N2C1=O)NCc1cccs1 (centres undefined)	-12%	/	-1%	0%	-18%	/	/	/
CCCc1ccc(OCc2ccccc2)c2c(=O)cc(C(=O)OCC)oc12	7%	3%	2%	-3%	-5%	-5%	2%	3%
O=C(CSc1nccn1Cc1ccc(F)cc1)NC1CCCC1	1%	/	0%	-2%	1%	/	/	/
CCOC(=O)c1c(NC(=O)CCCC(=O)O)sc2c1CCC2	4%	5%	1%	1%	-6%	i	?	9%
COc1ccc(N(C(=O)c2cccnc2)S(=O)(=O)c2ccc3c(c2)n(C)c(=O)n3C)cc1	-1%	6%	-6%	-2%	-3%	-1%	-2%	-13%
C#CCCCCCCCCC(=O)NCCCC	8%	1%	2%	-2%	-5%	0%	-5%	6%

Record cards (already shown). Screens in order: TRb SRC2 PPI	L3MBTL1 block	Tau FP inhib	TexasRed fluor	Tau ThT inhib	RECQ1 helicase	KDM4E inh	GoLoco inh red
COc1ccc(/C=C/C(=O)OCC(=O)NCc2ccco2)c(OC)c1 is entered as 8%	-13%	-3%	-2%	-9%	i	?	3%
O=C(CC1N=C2c3ccccc3N=C(SCC(=O)Nc3cccc(Cl)c3)N2C1=O)NCc1cccs1 (centres undefined) is entered as -12%	/	-1%	0%	-18%	/	/	/
C#CCCCCCCCCC(=O)NCCCC is entered as 8%	1%	2%	-2%	-5%	0%	-5%	6%

(cont.)
SMILES	TRb SRC2 PPI	L3MBTL1 block	Tau FP inhib	TexasRed fluor	Tau ThT inhib	RECQ1 helicase	KDM4E inh	GoLoco inh red
CC(=O)c1ccc(N2CCN(CC(=O)N(CC(C)C)c3c(N)n(CC(C)C)c(=O)[nH]c3=O)CC2)cc1	-2%	/	-4%	-3%	-10%	i	-5%	3%
Cc1[nH]c2ccccc2c1/C=N/NC(=S)NC(C)C	3%	-5%	13%	-6%	?	i	-14%	16%
COc1cc2c(C(=O)N3CCN(c4cccc(C)c4)C(C)C3)cn(CC(C)C)c(=O)c2cc1OC (centres undefined)	-1%	/	1%	2%	-5%	/	/	/
CCCC1=C(C(=O)OCC)C(c2ccc(F)cc2)n2ncnc2N1 (centres undefined)	-15%	1%	2%	-1%	0%	-8%	0%	3%
O=C(c1ccc2ncsc2c1)N1CCN(c2ccccc2Cl)CC1	2%	-4%	4%	0%	-5%	-2%	-4%	11%
CN(C)c1ccc(N=Nc2ccccc2C(=O)OCC(=O)N(C)c2ccccc2)cc1	-16%	?	?	2%	1.6µM*	-1%	-2%	16%
Cc1cc(C)c2[nH]c(=O)c(CN(CC3CCCO3)S(=O)(=O)c3ccc4c(c3)OCCO4)cc2c1 (centres undefined)	-14%	-1%	2%	2%	-10%	-15%	?	-3%
Cc1ccc(S(=O)(=O)N2CCOCC2)cc1NC(=O)COC(=O)c1cc(=O)[nH]c2ccccc12	5%	-13%	-7%	0%	0%	-3%	?	1%

Six records picked at random from the list so far, as already listed:
SMILES	TRb SRC2 PPI	L3MBTL1 block	Tau FP inhib	TexasRed fluor	Tau ThT inhib	RECQ1 helicase	KDM4E inh	GoLoco inh red
O=C(c1ccc2ncsc2c1)N1CCN(c2ccccc2Cl)CC1	2%	-4%	4%	0%	-5%	-2%	-4%	11%
Cc1cc(C)c2[nH]c(=O)c(CN(CC3CCCO3)S(=O)(=O)c3ccc4c(c3)OCCO4)cc2c1 (centres undefined)	-14%	-1%	2%	2%	-10%	-15%	?	-3%
CN(C)c1ccc(N=Nc2ccccc2C(=O)OCC(=O)N(C)c2ccccc2)cc1	-16%	?	?	2%	1.6µM*	-1%	-2%	16%
COc1cc2c(C(=O)N3CCN(c4cccc(C)c4)C(C)C3)cn(CC(C)C)c(=O)c2cc1OC (centres undefined)	-1%	/	1%	2%	-5%	/	/	/
Cc1ccc(S(=O)(=O)N2CCOCC2)cc1NC(=O)COC(=O)c1cc(=O)[nH]c2ccccc12	5%	-13%	-7%	0%	0%	-3%	?	1%
CCCC1=C(C(=O)OCC)C(c2ccc(F)cc2)n2ncnc2N1 (centres undefined)	-15%	1%	2%	-1%	0%	-8%	0%	3%

A portion of the library; the hit share may differ from the screen's.
